CD40 NFkB inh = CD40 pathway inhibition in BL2 cells. BL2 NF-kB luciferase reporter, CD40L-induced, 4 h. inhibition, % at 10 µM. actives 0.94% (n = 83,000). AID 1053188;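 active means mean inhibition of at least 50% with a set share of replicates also reaching that level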;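 further: 0% = neutral control wells and 100% = IKK inhibitor VII at 50 µM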
An asterisk follows results filed as active; [ ] = dose if it differs, or a comment. These rows are one share of the data, so the mix of outcomes need not match the whole.

SMILES	CD40 NFkB inh
COC(=O)C1CC(=O)c2ccsc2C1 (configuration not stated)	12
O=C(CN1C(=O)COc2ccc(S(=O)(=O)N3CCOCC3)cc21)NCc1ccccn1	0
O=C(CC1CCCC1)Nc1cc(C(F)(F)F)ccc1-n1cncn1	17
NC(=O)C1Cc2ccccc2CN1C(=O)c1cccc(Oc2ccccc2)c1 (configuration not stated)	17
CC(C)(C)C1CCc2[nH]nc(C(=O)O)c2C1 (configuration not stated)	1
Cc1c(C(=O)OC2CCCC2C)[nH]c2c1C(=O)CCC2 (configuration not stated)	-57
Cn1c(C(=O)NCc2ccccn2)cc2c(=O)n(C)c3ccccc3c21	6
COc1cccc(-c2ccc([C@@H]3[C@@H](CO)N4CCCCN(S(=O)(=O)c5cccs5)C[C@@H]34)cc2)c1	4[25 µM]
O=S(=O)(Nc1cccc2nsnc12)c1ccccc1	17
O=S(=O)(c1c(F)cccc1F)N1CCN(Cc2c(O)ccc3ccccc23)CC1	-3
COc1ccc(S(=O)(=O)N2CCN(Cc3ccc4c(c3)OCO4)CC2)c2ccccc12	3
NNC(=O)c1cc2sccc2s1	-1
O=C(c1ccc(C(F)(F)F)cc1)C1CCCN(C(=O)c2cnccn2)C1 (configuration not stated)	2
OC[C@@H]1[C@H](c2ccc(-c3cccnc3)cc2)[C@H]2CN(Cc3ccccn3)CCCCN12	4[25 µM]
O=C(O)CCc1ccc(-c2cccs2)n1NC(=O)c1ccco1	24
C[C@H](CO)N1C[C@H](C)[C@H](CN(C)C(=O)c2cc(Cl)cc(Cl)c2)OCc2ccccc2-c2ccccc2C1=O	5[25 µM]
CN1CCN(CCCNC(=O)c2ccc3c(=O)n(CCc4ccccc4)c(=O)[nH]c3c2)CC1	-4
CCC(C)N(C(=O)COC(=O)c1cc([N+](=O)[O-])ccc1N1CCOCC1)C1CCS(=O)(=O)C1 (configuration not stated)	-30
C[C@H]1CN([C@@H](C)CO)C(=O)c2ccccc2-c2ccccc2CO[C@H]1CN(C)Cc1cccc2c1OCCCO2	8[25 µM]
CCN(CC(=O)Nc1c(F)cccc1F)C(=O)Cc1cccs1	7
COC(=O)c1c(C#N)c(N)nc2c1CCC2	11
CO[C@@H](CN(C)S(=O)(=O)c1ccc(Cl)cc1)[C@H](C)CN(Cc1ccccc1Cl)[C@H](C)CO	14
CS(=O)(=O)Nc1c(O)ccc2c1CCCC2C1=NCCN1 (configuration not stated)	9[25 µM]
CCCc1cc(=O)[nH]c2nnc(SCC(=O)NC3CCCC3)n12	0
CN(C)c1ccc(C=Nc2ccccc2)cc1	-27
O=C(C1CCCCC1)N1[C@@H]2CNc3ccccc3[C@@H]2[C@@H]1CO	11[25 µM]
Cc1cc(OCC(=O)N(C(C)C)C(C)C)cc(C)c1Br	11
CC12CCC(C(=O)N3CCN(c4ncccn4)CC3)(c3nc4ccccc4nc31)C2(C)C (configuration not stated)	-9
c1ccc(CNc2ncnc3scc(-c4cccs4)c23)nc1	17
N#CCCN(C1CCCCC1)S(=O)(=O)CCOc1ccccc1	11
C(=C\c1ccccn1)/c1ccccn1	-8
N#C[C@@H]1[C@@H](c2ccc(C#Cc3ccccc3F)cc2)[C@H](CO)N1C(=O)C1CCCCC1	-6
CO[C@@H]1CN(C)C(=O)c2cc(NC(=O)C3CCC3)ccc2OC[C@@H](C)N(C(=O)Nc2ccc(C(F)(F)F)cc2)C[C@H]1C	2
CC(CC(=O)Nc1ccccc1)n1ccnc1 (configuration not stated)	11
O=C(NCCc1ccncc1)[C@H]1[C@H](CO)[C@H]2Cn3c(ccc(-c4ccccc4)c3=O)[C@H]2N1C(=O)C1CC1	-2[25 µM]
Cn1cnc(CCNC(=O)C[C@H]2CC[C@H]3[C@@H](COC[C@@H](O)CN3C(=O)Nc3ccc(C(F)(F)F)cc3)O2)c1	-1[25 µM]
CCCCn1c(N)c(N(CCOC)C(=O)c2ccc(S(=O)(=O)N3CCCCC3)cc2)c(=O)[nH]c1=O	4
CC(C)NC(=O)N1[C@@H]2CN(C)c3ccccc3[C@@H]2[C@@H]1CO	-5[25 µM]
CCNC(=O)CC1C(=O)N(c2ccc(C)cc2)C(=O)N1CCc1sccc1C (configuration not stated)	12
CCCCn1c(N)c(N(CC(C)C)C(=O)c2cnc(C)cn2)c(=O)[nH]c1=O	7
CC(C)NC(=O)N1[C@H](C#N)[C@@H](c2ccc(C#CC3CCCCC3)cc2)[C@@H]1CO	-3
CCN(C[C@H]1[C@@H](c2ccccc2)[C@@H](CO)N1C(=O)COC)S(C)(=O)=O	-6[25 µM]
CC(C)(C)[S@](=O)N1Cc2cc(C(=O)N[C@H]3CCN(Cc4ccccc4)C3)nc(-c3cccc(-c4cccnc4)c3)c2[C@@H]1CCO	-3[25 µM]
C[C@H](NC(=O)C1(c2ccccc2)CCN(C(=O)[C@H]2CSCN2C(=O)OC(C)(C)C)CC1)C(=O)O	0
O=S(=O)(CC(CN1CCCC1)N1CCCC1)c1ccc2ccccc2c1 (configuration not stated)	52*
O=C(CCc1ccccc1)Nc1ccc(S(=O)(=O)N2CCCC2)cc1	0
C/C=C/c1cnc2c(c1)C(=O)N([C@H](C)CO)C[C@@H](C)[C@@H](CN(C)C(=O)Nc1cccc(OC)c1)O2	-7[25 µM]
C[C@H]1CN(C)C(=O)c2cc(NS(C)(=O)=O)ccc2O[C@@H]1CN(C)S(C)(=O)=O	2
O=C(Nc1nc(-c2ccc([N+](=O)[O-])cc2)cs1)C1=COCCO1	1
Cc1cccc(-n2c(SCC(=O)c3c(N)n(C4CC4)c(=O)[nH]c3=O)nnc2N2CCOCC2)c1	9
O=C(Nc1ccc2ccccc2c1)c1cn(-c2ccccc2)nc1-c1cccs1	-42
CC(C)CC#Cc1ccc([C@H]2[C@@H](CO)N3C(=O)CN(S(=O)(=O)c4cccc(F)c4)C[C@@H]23)cc1	28[25 µM]
Fc1cnc(N2CCOCC2)nc1NCc1ccccc1	2
CCN(CC)S(=O)(=O)c1cc(Br)c(C)cc1OC	7
O=S(=O)(c1cccc2nsnc12)N1CCCCC1	12
O=C(Nc1cccc(Cl)c1)N1C[C@H]2[C@@H](c3ccccc31)[C@@H](CO)N2C(=O)C1CCCC1	5[25 µM]
Cc1ccc(S(=O)(=O)NCCC(=O)NCC(c2ccc(F)cc2)N2CCOCC2)cc1 (configuration not stated)	7
COCCNC(=O)[C@H]1[C@H](CO)[C@H]2Cn3c(ccc(-c4ccccc4OC)c3=O)[C@H]2N1C(=O)C1CCC1	-13[25 µM]
Cc1ccc(S(=O)(=O)NC2=NCN(Cc3ccccc3)CN2)cc1	0
O=C(Cn1nnc(-c2ccc3c(c2)OCO3)n1)Nc1ccccc1C(=O)O	-33

Remaining list, next part
SMILES	CD40 NFkB inh
COc1ccc(C[C@@H]2CCn3cc(nn3)COC[C@H](c3ccccc3)NC2=O)cc1	-7[25 µM]
Cc1cc(C)c(NC(=O)COC(=O)Cc2cccs2)c(C)c1	1
Cc1nn(Cc2cccc(C(=O)N3N=C(C(F)F)CC3(O)C(F)F)c2)c(C)c1[N+](=O)[O-] (configuration not stated)	13
O=C(Nc1ccccc1F)Nc1ccccc1N1CCCCC1	3
C[C@@H]1CCCCO[C@@H](CN(C)C(=O)c2ccncc2)[C@@H](C)CN([C@H](C)CO)C(=O)c2cc(NC(=O)CCC(F)(F)F)ccc2O1	-14[25 µM]
COC(=O)c1ccc(OCC(=O)Nc2ccsc2C(=O)OC)cc1	-8
Cc1nn(-c2ccccc2)c(C)c1NC(=O)COc1ccc2ccccc2c1	3
O=C(NCc1cccs1)C1CCN(S(=O)(=O)c2cccc3cccnc23)CC1	5
O=C(CCN1CCOCC1)NC12CC3CC(CC(C3)C1)C2	-9
CC(=O)Nc1ccc2c(c1)C(=O)N(C)C[C@@H](C)[C@H](CN(C)C)O2	-6
COc1ccccc1C(=O)CN1C(=O)NC2(CCCc3ccccc32)C1=O (configuration not stated)	5
Cc1ccc(C(c2ccc(C)o2)c2cccc([N+](=O)[O-])c2O)o1	-20
O=C(Nc1sc2c(c1C(=O)O)CCCCC2)c1ccccc1	-42
O=C(NCc1cccs1)c1ccccc1C(=O)NCc1cccs1	14
O=C(COC(=O)c1cc[n+]([O-])cc1)Nc1cccc(Br)c1	15
NS(=O)(=O)c1ccc(CCNC(=O)COC(=O)CCc2ccccc2)cc1	-8
Cn1cc(CCC(=O)N2CCCC(CCC(=O)NCc3ccccc3F)C2)cn1 (configuration not stated)	0
N#Cc1nnn(Cc2ccccc2)c1N	4
O=C(O)c1c(NC(=O)N(CCO)Cc2ccccc2)sc2c1CCCC2	4
CC(=O)c1c(C)[nH]c(C(=O)OCC(=O)C(C)(C)C)c1C	-10
Cc1ccc(S(=O)(=O)NCCC2=CCCCC2)cc1	8
CCN(CC)CCCCC1CCN(CC(=O)N2c3ccccc3C(=O)Nc3cccnc32)CC1	-2[25 µM]
COc1ccc2c(c1OC)C(=O)OC2C/C(=N\NC(N)=O)c1ccccc1 (configuration not stated)	2
CCCCN(C(=O)C(C)Oc1cccc(Cl)c1)c1c(N)n(CCC)c(=O)[nH]c1=O (configuration not stated)	4
COc1ccc(NC(=O)N2CC(=O)N3[C@H](C2)[C@@H](c2ccc(Br)cc2)[C@@H]3CO)cc1	-5[25 µM]
NC(=O)NC(Cc1ccccc1)C(=O)O (configuration not stated)	9
O=c1c(-c2ccccc2)c(O)c2ccccc2n1-c1ccccc1	3
COc1ccc(C(CNC(=O)c2cc(S(=O)(=O)NCc3ccccc3)ccc2C)N2CCOCC2)cc1 (configuration not stated)	-3
COc1ccccc1CNC(=O)C[C@H]1CC[C@@H]2[C@H](COc3ccc(NC(C)=O)cc3C(=O)N2C)O1	3[25 µM]
CCC(=O)Nc1nnc(SCc2cccc(F)c2)s1	-18
CC(=O)N(C)C[C@H]1OCc2ccccc2-c2ccccc2C(=O)N([C@@H](C)CO)C[C@H]1C	-18[25 µM]
COc1ccc(-n2nc(C(=O)NCC(=O)Nc3cccc(C)n3)c3ccccc3c2=O)cc1	1
Cc1cccc(NS(=O)(=O)c2ccc3[nH]c(=O)cc(C(=O)O)c3c2)c1	5
O=C(NC[C@H]1N[C@H](CO)[C@@H]1c1ccc(-c2cncnc2)cc1)C1CCCC1	0
O=C(Nn1cnnc1)C(c1ccccc1)c1ccccc1	7
Cc1nnc2sc(-c3cccc4ccccc34)nn12	-1
O=C(CCC(=O)NCCO)NCCO	5
O=C(CN1C(=O)c2cccc3cccc1c23)Nc1ccccc1C(=O)NCc1ccco1	5
Cc1ccc(/C=N/NC(=O)c2cccc(S(=O)(=O)Nc3cccc(Cl)c3)c2)o1	6
O=C(COC(=O)CC1CCCC1)Nc1ccc(OC(F)F)cc1	13
Cc1cc2ncn(/N=C/c3ccc(-c4ccccc4)o3)c2cc1C	5
O=C(Cc1ccncc1)N1CC[C@@H]2[C@H](CO)Nc3ccc(-c4ccccc4F)cc3[C@@H]21	-13[25 µM]
NC(=O)C1CCN(S(=O)(=O)c2cc3c4c(c2)CCN4C(=O)CC3)CC1	3
Cc1nccn1-c1c2c(c(C#N)c3nc4ccccc4n13)CCCC2	0
O=C(NCCCN1CCOCC1)c1cccnc1SCc1ccccc1Cl	2
CC(C)NC(=O)N1[C@@H]2c3ccc(-c4ccc(F)cc4)c(=O)n3C[C@@H]2[C@@H](CO)[C@@H]1C(=O)N1CCOCC1	-1[25 µM]
O=C(Nc1ccc(F)cc1)Nc1ccc([N+](=O)[O-])cn1	2
CC(Sc1ccc(Cl)cc1)C(=O)N(C)CC(=O)Nc1ccc(N2CCOCC2)cc1 (configuration not stated)	3
COC(=O)c1ccc(-n2cnc3ccccc32)nc1	-10
CCC(=O)N1CCC1(C)C(=O)Nc1ccccc1 (configuration not stated)	-3
O=C(Nc1ccc2c(c1)OCCO2)c1ccccn1	78*
COc1cc2c(cc1NC(=O)Nc1ccccc1)oc1ccccc12	-38
COc1ccc(NC(=O)CN(C)C(=O)C(C)Oc2ccc(Br)cc2)cc1 (configuration not stated)	-4
N#C[C@H]1[C@@H](c2ccc(-c3cccc(F)c3)cc2)[C@H](CO)N1C(=O)c1cccnc1	-3[25 µM]
